# Screening results: PubChem, several laboratories
# GPR7 antagonist = antagonists of human GPR7 (neuropeptides B/W receptor 1) | P48145 | GPR7-expressing cells, fluorescence antagonist assay | inhibition, % at 4.4 µM | 290,000 tested, 1.1% active | AID 1861; in the data active means inhibition above about 16%, passing the limit was not always enough;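 further: cells stimulated with the agonist NPW; 0% = agonist with vehicle and 100% = vehicle without agonist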
# FID counter = fluorescent intercalator displacement, NS3 helicase counter-screen; DNA fluorescent intercalator displacement, fluorescence; inhibition, % at 7.9 µM; 290,000 tested, 0.17% active; in the data active means inhibition above about 37%;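 further: 0% = vehicle and 100% = reference compound; higher means more ethidium bromide displaced from hairpin DNA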
# OXTR ag = human OXTR agonism | CHO-OTR cells, Fluo-8 calcium fluorescence; normalized: DMSO 0%, oxytocin 100% | activation, % at 3 µM | 320,000 tested, 0.32% active;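 active means activation above the mean of all tested compounds plus 3 SD, cutoff set per screening run, cut at about 20% in these data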;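 further: peak over basal fluorescence ratio from a 100 s FLIPR kinetic read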
# Target sequence (P30559 whole entry, looked up): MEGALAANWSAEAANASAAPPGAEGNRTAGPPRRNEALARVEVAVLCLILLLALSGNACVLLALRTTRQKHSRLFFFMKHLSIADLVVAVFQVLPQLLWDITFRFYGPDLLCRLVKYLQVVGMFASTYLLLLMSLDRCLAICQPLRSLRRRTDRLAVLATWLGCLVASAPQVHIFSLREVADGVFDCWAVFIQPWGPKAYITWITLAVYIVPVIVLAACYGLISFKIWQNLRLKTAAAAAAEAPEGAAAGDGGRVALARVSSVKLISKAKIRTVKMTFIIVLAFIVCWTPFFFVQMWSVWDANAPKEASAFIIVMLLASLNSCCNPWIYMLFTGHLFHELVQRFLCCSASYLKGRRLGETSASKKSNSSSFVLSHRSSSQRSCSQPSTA
# V1R ag counter = counter-screen for oxytocin receptor agonists: human V1a receptor agonists; P37288; CHO-V1R cells, Fluo-8 calcium fluorescence, agonist mode; 0% DMSO, 100% 3 nM vasopressin; activation, % at 3 µM; 320,000 tested, 0.25% active;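 active means activation above the mean activation of all tested compounds plus 3 SD, per screening run, cut at about 20% in these data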;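 further: signal is peak over basal fluorescence ratio across a 100 second FLIPR read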
# Target sequence (P37288 whole entry, looked up): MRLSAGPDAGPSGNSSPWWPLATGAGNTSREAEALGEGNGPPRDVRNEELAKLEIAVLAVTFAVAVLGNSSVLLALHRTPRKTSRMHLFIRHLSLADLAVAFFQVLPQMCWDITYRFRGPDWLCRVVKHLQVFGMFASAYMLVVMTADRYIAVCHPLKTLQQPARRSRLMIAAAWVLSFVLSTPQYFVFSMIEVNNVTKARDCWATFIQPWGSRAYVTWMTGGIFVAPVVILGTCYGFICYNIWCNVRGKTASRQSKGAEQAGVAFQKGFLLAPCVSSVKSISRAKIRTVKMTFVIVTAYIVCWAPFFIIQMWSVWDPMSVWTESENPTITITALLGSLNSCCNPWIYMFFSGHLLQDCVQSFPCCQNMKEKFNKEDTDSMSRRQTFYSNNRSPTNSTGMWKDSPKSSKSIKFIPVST
# HCV NS3 hel inh = blocks Hepatitis C virus NS3 helicase unwinding; NS3 helicase DNA unwinding, Cy5 molecular beacon fluorescence; inhibition, % at 10.9 µM; 290,000 tested, 0.56% active;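 active means inhibition above the mean of all tested compounds plus 3 SD, set per campaign, cut at about 35% in these data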;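 further: 0% = DMSO wells and 100% = thioflavine S control wells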
#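 System: NS3 helicase fragment of HCV / Schedule: 1 h at 25 °C / Control set: DMSO alone as 0% and 110 µM thioflavine S as 100% / Reagent: Cy5/quencher beacon DNA duplex and ATP to start / Technique: Cy5 fluorescence / Replication: singlicate / Evaluation: % inhibition of end-to-start signal ratio versus controls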
# IMP-1 inh = blocks Pseudomonas aeruginosa IMP-1 metallo-beta-lactamase; 290,000 tested, 0.45% active; purified IMP-1, nitrocefin hydrolysis, epi-absorbance fluorescence; AID 1556; inhibition, % at 5.6 µM;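 active means inhibition above the mean plus 3 SD of all compounds in the same screening run, cut at about 4.5% in these data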;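 further: 0% = IMP-1 with DMSO and 100% = DMSO wells lacking enzyme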
#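 System: Purified recombinant IMP-1 metallo-beta-lactamase enzyme | Measured by: Fluorescence quenching readout, ex 480/em 530 nm | Replication: Singlicate | Incubation: 15 min preincubation plus 25 min reaction at 25 °C | Evaluation: Percent inhibition from optical density relative to buffer-blank wells | Benchmarks: DMSO with and without IMP-1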
# GalR3 antag = antagonists of human GalR3; HEK293 GalR3-CNG cAMP membrane potential fluorescence; galR3 body fused to GalR1 C-terminus; inhibition, % at 3 µM; 360,000 tested, 0.44% active;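 active means inhibition above the screen-wide average plus 3 SD, cut at about 13% in these data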;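 further: forskolin and galanin both at EC90 stimulate the cells; cAMP rise reported by CNG channel membrane potential dye signal; 0% = forskolin plus galanin with DMSO and 100% = forskolin alone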
# PHOSPHO1 inh = PHOSPHO1 (human) inhibition; recombinant PHOSPHO1, absorbance phosphatase assay; 290,000 tested, 1.1% active; inhibition, % at 13.3 µM; in the data active means inhibition above about 60%
# Target sequence (Q8TCT1 whole entry, looked up): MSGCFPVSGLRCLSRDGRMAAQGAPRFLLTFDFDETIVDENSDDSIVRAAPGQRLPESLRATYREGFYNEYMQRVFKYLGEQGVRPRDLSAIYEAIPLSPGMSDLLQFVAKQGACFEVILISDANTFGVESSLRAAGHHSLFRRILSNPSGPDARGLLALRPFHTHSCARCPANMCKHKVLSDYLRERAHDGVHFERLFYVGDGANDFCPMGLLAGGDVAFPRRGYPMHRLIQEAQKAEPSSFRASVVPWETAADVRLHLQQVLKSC
# VIM-2 inhibitor = inhibitors of Pseudomonas aeruginosa VIM-2 metallo-beta-lactamase; purified VIM-2, nitrocefin hydrolysis, epi-absorbance fluorescence; inhibition, % at 5.6 µM; 290,000 tested, 0.89% active;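 active means inhibition above the mean of all tested compounds plus 3 SD, cutoff set per screening run, cut at about 7.5% in these data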;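 further: red hydrolysis product quenches plate fluorescence so inhibitors raise well fluorescence; 0% = enzyme with DMSO and 100% = DMSO without enzyme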
# Active calls of the source: *; nt = no result given.
cpd	smiles	GPR7 antagonist	FID counter	OXTR ag	V1R ag counter	HCV NS3 hel inh	IMP-1 inh	GalR3 antag	PHOSPHO1 inh	VIM-2 inhibitor
1	COc1cc(OC)cc(-c2nc3nc(C)c(CCC(=O)NCc4ccco4)c(C)n3n2)c1	-7.0	-7.0	-1.3	-0.4	1.2	-0.8	1.1	20.9	-1.9
2	O=C(O)c1cccc(Cl)n1	7.0	3.6	-0.2	0.3	-36.8	-3.7	-4.3	7.8	-1.2
3	COc1cccc2cc(C(C)N(CCCN3CCOCC3)C(=S)Nc3cc(C)cc(C)c3)oc12 (stereo unspecified)	15.2	11.6	-0.1	0.1	6.6	-2.6	2.8	41.7	0.1
4	COc1ccccc1NC(CC(=O)c1ccccc1)C(=O)OCC(=O)c1ccc(C)cc1 (stereo unspecified)	-2.6	4.7	-0.5	0.5	4.7	-2.6	-5.8	6.1	-1.6
5	CCOC(=O)Cn1ccc(NC(=O)c2ccc3c(c2)OCO3)n1	-10.6	-4.4	0.6	0.0	-5.7	-1.7	0.3	37.5	-1.6
6	CN(Cc1nc(Cc2ccccc2F)no1)[C@@H]1CS(=O)(=O)C[C@H]1O	-2.4	3.1	0.3	-0.6	-11.2	-1.7	-2.1	48.2	-1.6
7	O=C(Cc1ccccc1)NNC1CC(=O)N(c2ccc(Oc3ccccc3)cc2)C1=O (stereo unspecified)	-11.1	-45.4	0.0	1.9	5.2	-3.1	0.7	2.6	-3.9
8	CC(C)(C)OC(=O)N[C@@H](Cc1ccccc1)C(=O)NCC1CCC(C(=O)N[C@@H](CC(=O)O)C(=O)O)CC1 (stereo partly specified)	2.2	-0.8	0.4	0.8	6.6	-0.7	-10.4	39.9	-0.1
9	CCOC(=O)C1CCCN(c2nc3ccccc3nc2C(C#N)C(=O)OCC)C1 (stereo unspecified)	-1.8	-9.3	-1.4	-0.5	0.3	-3.9	-1.4	14.1	-4.7
10	Cc1[nH]c2ccc(-c3n[nH]c(=S)n3-c3ccc(Br)cc3)cc2c1C	-9.0	-18.5	1.9	-0.4	-0.8	-2.0	-6.0	-117.8	-0.8
11	CC1C(=O)C(C)C(c2ccc3c(c2)OCO3)NC1c1ccc2c(c1)OCO2 (stereo unspecified)	2.6	-12.9	-1.4	-1.3	-7.9	-4.0	0.5	27.6	-3.1
12	CCOC(=O)c1oc2ccccc2c1NC(=O)c1ccc(S(=O)(=O)N(C)C)cc1	-0.8	-1.4	-0.6	-0.1	-7.5	-3.6	-4.2	-124.4	-3.3
13	Cc1ccccc1CC1(CO)CCCN(C(=O)c2cc(-c3ccccc3)no2)C1 (stereo unspecified)	0.4	-21.1	-0.3	0.3	-12.9	-3.6	-0.6	39.5	-2.9
14	COC(=O)c1ccc(NC(=S)N2CCN(Cc3ccccc3Cl)CC2)cc1	5.4	3.1	3.1	3.9	9.5	-2.4	-4.8	15.8	-4.5
15	CCCCC(=O)Nc1ccc(C(=O)NNC(=O)CCc2ccccc2)cc1	-11.9	-12.7	-0.1	1.0	2.3	-1.1	-8.1	42.0	-1.4
16	c1ccc(-n2c(-c3ccncc3)nnc2-c2cccs2)cc1	-11.0	-10.9	-1.9	-0.2	-2.8	-5.6	-5.0	25.8	-4.7
17	O=C(CNC(=O)c1[nH]cnc1C(=O)NC(c1ccccc1)c1ccccc1)OCc1ccccc1	-10.0	-28.7	-0.1	1.3	-22.1	-3.9	-3.3	15.2	-2.7
18	NC(=O)CC(NC(=O)c1cccc(Br)c1)c1ccc(N2CCCCCC2)c([N+](=O)[O-])c1 (stereo unspecified)	3.6	-23.8	0.3	-0.5	5.5	0.4	-3.3	30.6	-0.9
19	CN1CCN(C(=O)c2cnn(-c3ccccc3)c2NC(=O)c2ccc([N+](=O)[O-])cc2)CC1	10.6	12.5	-0.5	0.0	6.0	1.0	-10.5	17.4	0.3
20	COc1ccc(CCNC(=O)CSc2nnc(-c3ccc(F)cc3)c3ccccc23)cc1OC	-8.7	-28.1	-2.4	-1.6	-6.8	-0.2	1.4	-3.3	-1.7
21	CCCCc1cc(=O)oc2c(CN3CCCC3)c(O)c(Cl)cc12	-0.2	-9.6	-0.7	0.3	14.1	-0.7	-5.1	-27.1	-4.4
22	COC(=O)CSc1nc(-c2ccccc2)nc2ccc(F)cc12	-5.5	-2.3	-1.4	-1.4	-4.0	-0.8	-5.7	8.9	0.7
23	O=C(NCc1ccco1)c1cc(S(=O)(=O)N2CCOCC2)ccc1Br	-12.1	0.8	0.0	1.6	-2.2	-2.2	1.7	2.8	-2.2
24	COc1cc2nc(=S)n3[nH]c(COc4ccccc4C)nc3c2cc1OC	1.9	-12.0	0.6	0.6	15.2	-2.8	-8.9	-20.0	-2.1

# Single values from the list.
# IMP-1 inh, cpd 14 stands at -2.4
# VIM-2 inhibitor, cpd 23 stands at -2.2

# (continued)
cpd	smiles	GPR7 antagonist	FID counter	OXTR ag	V1R ag counter	HCV NS3 hel inh	IMP-1 inh	GalR3 antag	PHOSPHO1 inh	VIM-2 inhibitor
25	CCOc1ccc(Cn2nnc(C(=O)Nc3cc(C)cc(C)c3)c2N)cc1	-4.3	-0.5	5.6	9.2	-8.7	-0.3	1.3	-30.2	-1.6
26	O=[N+]([O-])c1ccc(N2CCC(=NOCc3ccc(Cl)cc3)CC2)cc1	13.3	2.2	2.2	3.0	1.0	-2.5	-7.6	28.3	-1.2
27	Cc1cc(C)c(OCCNCc2ccccc2)c(C)c1	-5.9	12.6	3.6	1.2	-24.6	-1.4	-10.8	3.1	0.7
28	O=c1oc2cc(O)ccc2c2oc3cc(O)ccc3c12	-1.8	3.9	2.1	1.7	7.8	-4.3	-2.2	8.4	3.1
29	CC1=NN(c2nc3ccccc3[nH]2)C(=O)/C1=C/N(C)C	-9.4	-12.6	0.2	-0.4	-7.3	1.6	nt	-5.3	-0.6
30	Cc1cccc(C(=O)NNC(=O)c2ccc(Cl)cc2)c1O	-8.9	2.6	1.5	7.3	0.2	-3.5	-3.8	-16.2	-1.6
31	OCCCc1nc2ccccc2n1CCOc1ccccc1	-1.0	-10.4	3.0	1.5	-9.5	-2.0	-7.3	-10.8	-2.5
32	CCCOc1ccc(Cc2c(O)nc(N)[nH]c2=O)cc1C	7.9	-3.9	0.4	0.4	0.8	-0.5	-6.8	32.6	-3.3
33	Cc1cccc(N2C(=O)C3C4C=CC(C5CC45)C3C2=O)n1 (stereo unspecified)	-0.5	-13.2	0.5	0.0	2.9	-2.0	-3.0	5.5	-3.3
34	O=C(CC1S/C(=N\S(=O)(=O)c2ccccc2)N(c2ccccc2)C1=O)Nc1ccc(F)cc1 (stereo unspecified)	-14.6	-13.1	0.9	1.5	2.3	-0.6	-0.9	-10.5	-0.4
35	Cc1ccc(NC(=O)c2ccccc2Br)cc1S(=O)(=O)N(C)C	3.0	-8.0	1.1	1.8	2.5	-3.3	-1.8	8.2	0.1
36	O=C(CCl)N=c1sccn1Cc1ccccc1Cl	-3.0	-4.5	0.3	0.2	1.0	1.8	-1.7	-3.6	-0.6
37	O=C1Nc2ccccc2/C1=C/c1ccnc2ccccc12	-4.6	-14.7	-2.0	3.2	1.7	-2.8	-12.4	31.6	8.1*
38	CCOC(=O)CCc1c(C)nc2cc(-c3ccccc3OC)[nH]n2c1=O	-2.1	-6.4	0.0	1.1	3.7	-2.2	4.0	22.2	-2.3
39	CC(C)(C)c1nnc(NC(=O)C2CCN(C(=O)c3ccco3)CC2)s1	4.2	-30.5	2.4	1.9	6.2	-6.1	-4.5	-6.5	1.3
40	Cc1cc(NC(=O)c2cccc3c2C(=O)N(C2CCCCC2)C3)ccc1Br	-2.0	-11.1	-1.4	0.3	9.6	0.1	nt	29.0	0.8
41	O=C(Nc1ccc2nsnc2c1)N1CCCCC1	6.0	-0.4	0.1	-0.2	-2.9	-1.1	-4.6	4.2	-2.0
42	O=C1C2CCCN2C(c2ccc(F)cc2)N1c1ccc(Cl)cc1 (stereo unspecified)	2.5	-3.1	-1.3	-0.8	12.8	-3.3	-0.8	21.7	-2.5
43	CCOc1cc(NC(=S)Nc2cccc(C)c2)c(OCC)cc1NC(=O)CC(C)C	-6.3	-7.7	nt	nt	-2.6	-0.5	-3.1	9.4	1.1
44	CC(C)(C)[C@H]1C=C(C(=O)N2CCN(Cc3ccccc3)CC2)O[C@@H](OCc2ccc(CO)cc2)C1	-11.5	-32.8	-0.6	-0.4	1.2	-2.0	-8.0	27.7	-2.4
45	Cc1cccc(NC(=O)c2ccc(F)c(S(=O)(=O)N3CCC4(CC3)OCCO4)c2)c1	-3.4	-44.4	-0.4	1.0	10.3	-1.5	-0.9	64.7*	-3.3
46	Cc1[nH]n(-c2ccccc2)c(=O)c1CCOC(=O)c1cccc(C(F)(F)F)c1	9.8	-16.4	-1.3	0.3	12.2	-3.3	1.7	16.2	-0.8
47	Cc1ccc2nc(NC(=O)C3=NN(c4ccccc4)C(=O)CC3)sc2c1	1.0	-24.2	-0.2	-0.6	4.5	-3.9	-5.8	-1.8	-3.3
48	Cc1ccc(NC(=O)Cn2cc(S(=O)(=O)c3ccccc3)c(=O)c3cc(F)ccc32)cc1	-8.1	0.1	0.4	0.5	2.0	0.0	5.2	-6.1	0.1
49	Cn1c(=O)n(Cc2ccc(F)cc2)c(=O)c2c1nc1n2CCCN1C1CCCCC1	3.5	0.4	-1.1	0.5	1.3	-3.1	-4.9	0.6	0.2
50	CC(C)C(NC(=O)C1CCC(C(C)(C)C)CC1)C(=O)NCc1cccnc1 (stereo unspecified)	-12.0	-33.8	-2.9	-0.9	1.1	-3.0	5.4	9.7	-0.1
51	CC[C@@H](C)[C@H](CN[C@H](CNC)C(C)C)NC[C@@H](C)c1ccc(CC(C)C)cc1	35.1	29.3	4.7	1.1	-76.8	-1.1	-4.9	15.1	-1.2
52	COCCN=c1scc(-c2ccccc2)n1/N=C/c1c[nH]c2ccccc12	-10.9	0.0	0.2	0.6	-25.5	-4.2	-6.9	-11.2	-2.9
53	Cc1ccccc1SCC(=O)N/N=C/c1ccc(F)cc1	-4.2	-18.6	4.8	3.1	-6.5	-1.1	-6.5	28.6	-3.4
54	CC1CN(C(=O)Cn2cc(S(=O)(=O)CC(=O)N(C)c3ccccc3)c3ccccc32)CC(C)O1 (stereo unspecified)	-7.0	-39.7	-0.1	0.2	2.6	-2.9	-3.8	46.6	-2.7
55	COc1ccc(NC(=O)c2cc(OC)c(OC)c(OC)c2)cc1S(=O)(=O)N1CCCCC1	-16.0	-26.1	-1.4	-0.3	-1.8	-1.8	-1.5	-32.7	-1.6
56	O=C(c1cccs1)N1CCN(C2CCCCC2)CC1	-6.7	6.5	0.7	1.4	2.8	-2.3	2.7	19.3	-1.6

# Arranged by molecular weight (smallest number first): three of the compounds above.
cpd	smiles	GPR7 antagonist	FID counter	OXTR ag	V1R ag counter	HCV NS3 hel inh	IMP-1 inh	GalR3 antag	PHOSPHO1 inh	VIM-2 inhibitor
56	O=C(c1cccs1)N1CCN(C2CCCCC2)CC1	-6.7	6.5	0.7	1.4	2.8	-2.3	2.7	19.3	-1.6
52	COCCN=c1scc(-c2ccccc2)n1/N=C/c1c[nH]c2ccccc12	-10.9	0.0	0.2	0.6	-25.5	-4.2	-6.9	-11.2	-2.9
54	CC1CN(C(=O)Cn2cc(S(=O)(=O)CC(=O)N(C)c3ccccc3)c3ccccc32)CC(C)O1 (stereo unspecified)	-7.0	-39.7	-0.1	0.2	2.6	-2.9	-3.8	46.6	-2.7
